Screening results from PubChem.
HIV RNase H inh – inhibitors of HIV-1 reverse transcriptase RNase H. P04585. RT-RNase H RNA/DNA duplex cleavage, fluorescence. inhibition, % at 10 µM. hit rate 1.9% among 65,000; in the data active = inhibition above about 50%
RmlCD inh mix – inhibitors of RmlC and RmlD coupled enzymes | AID 1532 | inhibition, % at 5.5 µM | hit rate 0.39% among 110,000 | RmlC/RmlD coupled enzyme inhibition, 384-well mixture HTS; in the data active = inhibition above about 30%, passing the limit was not always enough; inconclusive = no clear call, values can overlap the other calls; note: strong numbers were not always called active
* marks the source's active call; other numbers are inactive results; u = inconclusive; x = no result given. Only part of the results is shown, so the mix of outcomes need not match the whole.

mol | HIV RNase H inh | RmlCD inh mix
CC(C)c1ccc(/C=C/C(=O)Nc2nc3ccc([N+](=O)[O-])cc3s2)cc1 | x | 14
Clc1ccc2c(c1)CNc1c(ncnc1N1CCOCC1)O2 | -5 | 7
CCN(CC)c1ccc(NC(=O)C2CCCN(S(=O)(=O)c3cccnc3)C2)c(C)c1 (stereo not given) | 22 | 8
NC(=O)C1CCN(Cc2nnnn2Cc2ccco2)CC1 | -3 | 11
COc1ccc(C)cc1NC(=O)c1ccc(NC(=O)CC2SC(N3CCCC3)=NC2=O)cc1 (stereo not given) | 2 | 6
Cn1c(=O)c2c(nc(Br)n2Cc2c(F)cccc2Cl)n(C)c1=O | -13 | x
CCOC(=O)C1=C(C)N(CCCC(=O)O)C(=O)NC1c1ccc(C(F)(F)F)cc1 (stereo not given) | x | 8
Cc1cc(N2C(=O)C3C4C=CC(C4)C3C2=O)no1 (stereo not given) | 4 | 7
O=c1cc(-c2ccccc2)[nH][nH]1 | x | 14
COc1cc2nc(SCC(=O)NC3CC3)n(CCC3=CCCCC3)c(=O)c2cc1OC | 5 | x
CC(C)CC(c1nnnn1Cc1ccccc1)N1CCN(C(=O)c2ccco2)CC1 (stereo not given) | -17 | -12
CCN(CC)S(=O)(=O)c1ccc(-c2nnc(SCc3nnc(-c4ccccc4)o3)o2)cc1 | 22 | -7
Brc1ccc(-c2nnc3sc(CNCc4ccc5c(c4)OCO5)cn23)cc1 | 4 | -11
CCc1cc(=O)oc2cc(C)c(CN3CCCC(C)C3)c(O)c12 (stereo not given) | 19 | 6
Cc1cc2n(n1)C(c1cn(-c3ccccc3)nc1C)Nc1c(C)cccc1-2 (stereo not given) | x | -22

mol | HIV RNase H inh | RmlCD inh mix
COc1c2occc2cc2ccc(=O)oc12 | -20 | 1
CCOC(=O)c1c(NC(=O)CN2CCN(c3ccccn3)CC2)sc2c1CCCC2 | -6 | x
CCOC(=O)C(=CNc1cc(C)nn1-c1ccc(Cl)cc1)C(=O)OCC | x | 10
O=C(NCCc1ccccc1)C1CCN(S(=O)(=O)c2cccc3nonc23)CC1 | 4 | 9
O=c1[nH]c2ccc(Br)cc2c(-c2ccccc2)c1CN1CCOCC1 | -11 | 4
Cc1ccc(/C=c2\sc3n(c2=O)CN(c2cccc(Br)c2)CN=3)o1 | x | -10
CCO[C@H]1OC(C(=O)NCc2ccccc2)=C[C@@H](C(C)(C)C)[C@@H]1CCCO | x | 2
COCCCn1c(SCc2nnc(-c3ccc(OC)c(OC)c3)o2)nc2ccccc2c1=O | x | -15
CN(C)c1ccc(NC(=S)c2ccccn2)cc1 | 21 | x
Cc1ccc(C(=C2C3C=CC2C2C(=O)NC(=O)C32)c2ccc(C)cc2)cc1 (stereo not given) | x | 0
CCOC(=O)c1ccc(NC(=O)c2nc[nH]c2C(=O)N2CCc3ccccc3C2)cc1 | x | 15
O=C(c1cnccn1)N(c1ccccc1)C1(C(=O)NC2CCCCC2)CCCCC1 | 0 | -9
CCSc1nc(=O)n(-c2ccccc2)c(C)c1C(C)=S | x | 10
CC1=C(C(N)=O)C(c2ccccc2)n2nc(-c3cccc(C)c3)nc2N1 (stereo not given) | 0 | 9
CSc1nnc(Cn2c(=O)sc3ccccc32)n1-c1ccccc1 | -13 | -10

mol | HIV RNase H inh | RmlCD inh mix
O=C(N/N=C/c1ccc(O)c(O)c1)c1ccc(CSc2cccc3cccnc23)cc1 | x | -3
Cc1ccc(-n2nc(C(=O)NCc3ccco3)c3c4ccccc4n(C)c3c2=O)cc1 | -14 | x
CCOC(=O)CC(NC(=O)c1ccc(C)cc1)c1ccc(C)cc1 (stereo not given) | x | -4
Cc1ccc(S(=O)(=O)NC(=O)Nc2ccccc2F)cc1 | x | 47
COc1cc2c(cc1OC)-c1cc(N3CCCc4ccccc43)nc(=O)n1CC2 | -33 | 7
CC(C)c1nc2n[nH]c(N)c2c2c1CSC(C)(C)C2 | x | -13
O=C1NC(c2ccccc2)=C(c2nc3ccccc3s2)C(c2ccccc2)N1 (stereo not given) | x | -9
CC(=O)Nc1ccc(S(=O)(=O)N(C)CC(=O)Nc2ccccc2N2CCOCC2)cc1 | -4 | -14
COc1ccc(S(=O)(=O)N(C)CC(=O)NCCC2=CCCCC2)cc1C | x | -13
CCCCN(CC(=O)Nc1c(C)cccc1CC)C(=O)SCC | x | 10
O=C(N1CCN(CCO)CC1)N1c2ccccc2C=Cc2ccccc21 | -6 | 2
O=C(C1Cc2ccccc2CN1S(=O)(=O)c1ccc(F)cc1)N1CCCCCC1 (stereo not given) | 6 | 9
COc1ccc2c(-c3ccccc3)cc3nnnn3c2c1 | -5 | 119
Cc1nn(C)cc1/C=C1\CCC/C(=C\c2cn(C)nc2C)C1=O | x | -12
CCOC(=O)CSC1=C(C#N)C(c2ccccc2OCC)C(C#N)C(=O)N1 (stereo not given) | -8 | 10

Not a retest: an excerpt of the list.
mol | HIV RNase H inh | RmlCD inh mix
CCCCN(CC(=O)Nc1c(C)cccc1CC)C(=O)SCC | x | 10
O=C(N1CCN(CCO)CC1)N1c2ccccc2C=Cc2ccccc21 | -6 | 2
O=C(C1Cc2ccccc2CN1S(=O)(=O)c1ccc(F)cc1)N1CCCCCC1 (stereo not given) | 6 | 9

Following part.
mol | HIV RNase H inh | RmlCD inh mix
O=C(N/C=N/OCc1ccc(Cl)cc1Cl)NOCc1c(Cl)cccc1Cl | x | 10
Oc1c(C=Nc2cccc3nsnc23)ccc2ccccc12 | x | -5
C#C[C@]1(O)CC[C@H]2[C@@H]3CCC4=Cc5oncc5C[C@]4(C)[C@H]3CC[C@@]21C | x | 7
CCOc1ccc(CCNC(=O)C2CCN(c3nn4c(=O)cc(C)nc4s3)CC2)cc1 | -3 | 7
COc1cc(/C=N\NC(=O)CNC(=O)c2cccc([N+](=O)[O-])c2)ccc1O | x | 6
CCN=C1SC(C(=O)Nc2cccc(C)c2)CC(=O)N1CC (stereo not given) | x | 0
O=C(Nc1c(F)cccc1F)c1cnc(N2CCN(c3ccccn3)CC2)c2ccccc12 | x | -7
COc1ccc(S(=O)(=O)N(CCN2CCOCC2)Cc2cc(OC)ccc2OC)cc1 | -6 | 9
CCC1(C)Cc2c(C#N)c(N)sc(=S)c2CO1 (stereo not given) | 26 | -10
O=C1CC(C(=O)Nc2ccccc2)C2(CCCC2)O1 (stereo not given) | 2 | 53
COC(=O)c1ccc(Oc2c(C)oc3cc(OCc4cnn(-c5ccccc5)c4)ccc3c2=O)cc1 | x | -16
CCC(=O)NCCc1nc2ccccc2n1CC(=O)c1ccccc1 | x | -8
CCOc1ccc(NC(=O)C2CC(=O)N(C(C)C)C2)cc1 (stereo not given) | 8 | x
CC(C)[C@H](NC(=O)NCCc1ccc(F)cc1)C(=O)O | -4 | -10
CCOc1ccccc1C1CC(=O)NC(SCC)=C1C#N (stereo not given) | -17 | 17

mol | HIV RNase H inh | RmlCD inh mix
Cc1ccc(C(=O)NCc2ccco2)cc1S(=O)(=O)Nc1cccc(Cl)c1 | x | 2
C/C=C1\COC(C(=O)NCc2ccncc2)(C(F)(F)F)C=C1C=C1CCCCC1 (stereo not given) | x | 3
O=C1CN(c2nc3ccccc3n3cnnc23)CC(=O)N1CCc1ccccc1 | -9 | 4
CCOC(=O)N1CCN(S(=O)(=O)c2ccc(OC)c(Cl)c2)CC1 | -7 | 9
CCC(C)N(C(=O)COC(=O)c1cn(CC)c2nc(C)ccc2c1=O)C1CCS(=O)(=O)C1 (stereo not given) | -3 | 7
C/C(=N/Nc1nc(-c2ccc(Cl)cc2)cs1)c1cccs1 | x | 3
COc1ccccc1N(C(C)=O)C1SC(=O)N(c2ccccc2)C1=O (stereo not given) | 9 | 12
CCCCn1c(SCc2c(C)noc2C)nc2cc(S(N)(=O)=O)ccc21 | -43 | -7
COc1cccc(NC(=O)c2ccc3c(c2)N(CC(=O)N2CCCCC2)C(=O)C(C)(C)O3)c1 | -5 | 7
Cn1c(=O)c2c(nc(NCc3ccc4c(c3)OCO4)n2Cc2ccccc2F)n(C)c1=O | 0 | 5
CC(=O)N1CCN(c2ccc(NC(=O)c3ccc(N4CCCC4)c([N+](=O)[O-])c3)cc2Cl)CC1 | x | -15
Cc1cc(OCC(=O)NCCN2CCOCC2)cc(C)c1Br | -19 | 8
COc1cc(CNCc2ccccn2)ccc1OCc1cccc(Cl)c1 | x | -18
COc1ccc(CN2CCOCC2)cc1OC | x | 6
Cc1cc2ncn(S(=O)(=O)c3ccc(S(=O)(=O)N4CCCCCC4)cc3)c2cc1C | x | -12

mol | HIV RNase H inh | RmlCD inh mix
c1ccc(-c2nc(N3CCCCCC3)c3ccccc3n2)nc1 | -1 | 2
COC(=O)c1ccccc1NC1c2ccccc2C(=O)N1c1cccnc1 (stereo not given) | -12 | 12
CN(C)/C=C(/C(=O)c1ccccc1Cl)S(=O)(=O)c1ccccc1 | x | -6
CCOc1ncccc1C(=O)OCC(=O)Nc1cc(C(=O)OC)ccc1C(=O)OC | 13 | x
CCNc1ccc(C(=O)OCC)cc1NC(=O)c1cccc(S(=O)(=O)N2CCOCC2)c1 | 4 | -2
c1ccc(-n2nnnc2-n2cnc3ccccc32)cc1 | -22 | -5
O=C(NCCc1csc(-c2cccnc2)n1)c1ccc(Cl)cc1 | x | -3
CC1CCCC(C)N1S(=O)(=O)c1ccc(NC(=O)c2ccccc2C(=O)N2CCOCC2)cc1 (stereo not given) | -6 | -10
COc1ccc(Nc2nc(C)cc(=O)[nH]2)c(OC)c1 | x | 6
CN(Cc1nc2ccccc2n1C)S(=O)(=O)c1ccc(F)cc1 | -4 | -17
COc1cc(S(=O)(=O)NC2CCCCC2C)ccc1Cl (stereo not given) | -3 | -9
CN(C)CCNc1nc2c(c(=O)[nH]c(=O)n2C)n1CCCc1ccccc1 | -7 | 9
C=CCn1c(Cc2cccs2)nnc1SCC(=O)c1cccc(Br)c1 | 15 | -7
NS(=O)(=O)c1ccc(CCNC(=O)CSc2ccccc2)cc1 | x | -3
CCC(C)C(NC(=O)OC(C)(C)C)C(=O)NC(Cc1ccccc1)C(=O)OC (stereo not given) | x | -10

Some of these compounds in order of heavy-atom count, descending:
mol | HIV RNase H inh | RmlCD inh mix
O=C(C1Cc2ccccc2CN1S(=O)(=O)c1ccc(F)cc1)N1CCCCCC1 (stereo not given) | 6 | 9
COC(=O)c1ccccc1NC1c2ccccc2C(=O)N1c1cccnc1 (stereo not given) | -12 | 12
COc1ccc(S(=O)(=O)N(C)CC(=O)NCCC2=CCCCC2)cc1C | x | -13
C=CCn1c(Cc2cccs2)nnc1SCC(=O)c1cccc(Br)c1 | 15 | -7
CCc1cc(=O)oc2cc(C)c(CN3CCCC(C)C3)c(O)c12 (stereo not given) | 19 | 6
C/C(=N/Nc1nc(-c2ccc(Cl)cc2)cs1)c1cccs1 | x | 3

Further records:
mol | HIV RNase H inh | RmlCD inh mix
CC(C)CC(=O)N1CCN(C(=O)CCC2CCCC2)CC1 | 5 | -10
CC(C)NC(=O)c1onc(CSc2cccc3ccccc23)c1C(=O)O | x | -8
CC(C)(c1ccccc1)c1ccc(OCCCNCCO)cc1 | x | -47
CN1C(=S)SC(N(O)C(=O)NC2CCCCC2)C1(C)C (stereo not given) | 3 | -7
CCCCN1C2=C(C(=O)CCC2)C(c2ccc(Cl)c(Cl)c2)C2=C1c1ccccc1C2=O (stereo not given) | x | 9
CC(C)(C)NCC(O)c1cc(Cl)c(N)c(Cl)c1 (stereo not given) | x | 4
C/C(CCc1oc2ccccc2c1-c1ccc(C)o1)=N/O | -11 | -19
CCn1c(Cc2cccs2)nnc1SCC(=O)Nc1ccc(OC)c(OC)c1 | -1 | -10
CC1(C)CCCN(C(=O)c2coc(=O)c(Br)c2)C1 | 20 | 54*
CC1CN(S(=O)(=O)c2cccc(C(=O)OCC(=O)Nc3ccc4c(c3)OCO4)c2)CC(C)O1 (stereo not given) | -22 | -18
COc1ccc(CCNC(=O)c2nnn(CC(=O)Nc3ccccc3)c2N)cc1OC | -16 | -12
COc1ccc(C2(CN(C(C)=O)C(C)=O)CCCC2)cc1OC | -5 | -3
COC(=O)c1[nH]c(C)c(/C(O)=C2\C(=O)C(=O)N(CCN(C)C)C2c2cc(OC)ccc2OC)c1C (stereo not given) | 2 | -8
O=C(OCn1ncc(Cl)c(Cl)c1=O)c1ccc(C(F)(F)F)cc1 | x | -7
CC(C)NS(=O)(=O)c1ccc(NC(=O)C2CCCCC2)cc1 | x | 7

mol | HIV RNase H inh | RmlCD inh mix
COc1cc(C)c(Cl)cc1S(=O)(=O)N(C)C | -26 | 3
COCCCn1c(SCC(=O)OC2CCCCC2)nnc1-c1ccco1 | -3 | -7
COc1cc(NS(=O)(=O)c2ccc(NC(=S)NC(=O)C3CCCC3)cc2)nc(OC)n1 | x | -10
CCC(=O)Nc1ccc(C(=O)n2ccc(C)n2)cc1 | -4 | x
N#Cc1ccccc1Cn1c(-c2cscn2)nc2ccccc21 | -64 | -10
COc1cc(CNCCO)ccc1OCC(=O)Nc1ccc(Br)cc1 | 5 | -9
COc1cc(N2CCCC2)c(OC)cc1/C=C(/C#N)c1ccc(Br)cc1 | x | 8
CCCc1cc(Nc2cccc(OC)c2)n2ncnc2n1 | -9 | 6
O=C(CN(Cc1ccccc1)S(=O)(=O)c1ccccc1)NC1CC1 | -1 | -2
COc1ccc(CCN(C)Cc2ccc(F)cc2F)cc1OC | x | 1
Cc1nn(C(=O)N2CCOCC2)c(C)c1C | x | 8
c1cc(C(c2nnnn2C2CCCC2)N2CCOCC2)ccn1 (stereo not given) | -5 | -12
O=C(O)CSc1c2c(nc3cc(C(=O)N4CCOCC4)ccc13)CCCC2 | 2 | -15
CCOC(=O)c1sc(N(Cc2ccccc2)C(=O)CN2C(=O)CN(C)C2=O)nc1C | -8 | u
CC(=O)Nc1ccccc1C(=O)OCC(=O)c1ccc2ccccc2c1 | x | 2

mol | HIV RNase H inh | RmlCD inh mix
CC(C)Cn1c(Br)nc2c1c(=O)n(CCC#N)c(=O)n2C | -10 | -11
COc1cc(N=Cc2c(O)[nH]c3ccccc23)cc(OC)c1OC | -28 | -6
CC(O)CNCCNCc1c(OCc2ccccc2)ccc2ccccc12 (stereo not given) | x | 1
CCN1CCN(Cc2ccc(C)cc2)CC1 | -8 | 10
